MRP reversal: compounds reversing MRP-mediated drug resistance; hit rate 0.04% among 85,000; AID 602; differential viability (reversal), % at 10 µM; H69AR cells + 2 uM doxorubicin, CellTiter-Glo, 72 h;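 active = viability drop by adding the cancer drug above about 55%, with treated viability meeting a 40% cutoff, limit read from the data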;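 also: viability without doxorubicin minus viability with 2 µM doxorubicin for each compound; larger differential means the compound sensitizes cells more to doxorubicin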
IL1B NFkB inh: blocks IL-1B driven NFkB nuclear translocation in HUVEC cells; inhibition, % at 2 µM; HUVEC IL-1B NFkB p65 nuclear translocation imaging; hit rate 0.43% among 94,000;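 active = inhibition above about 30% together with a positive call from visual inspection of the well image, limit read from the data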;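 also: nuclear over cytoplasmic p65 intensity ratio measured by imaging; 0% = IL-1B stimulated DMSO wells and 100% = unstimulated DMSO wells; values of inactives mirror those of a sister screen read the other way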
NFkB transloc pot: enhances IL-1B driven NFkB nuclear translocation; HUVEC IL-1B NFkB p65 nuclear translocation imaging; activation, % at 2 µM; hit rate 0.3% among 94,000;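 active = activation above 40%, about the mean plus 3 SD, also judged a hit on visual image review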;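 also: percent activation is computed from the nuclear over cytoplasmic p65 intensity ratio; values of inactives mirror those of a sister screen read the other way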
Bcl-B TR3 displacers: displacers of TR3 peptide from Bcl-B, primary screen, selectivity assay for Bfl-1 inhibitor project, biochemical, fluorescence polarization; FP displacement of FITC-TR3 peptide from Bcl-B; higher % means a stronger effect; displacement, % at 20 µM; hits with a dose series show IC50 in µM; hit rate 0.11% among 96,000;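 active = displacement above 50% at 20 µM plus a fluorescence interference ratio under 1.5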;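 also: plate controls were wells without compound for no effect and wells lacking Bcl-B protein for full effect; a part of the inactive calls stands beside numbers as strong as those of hits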
PLAP inhibition: inhibition of human placental alkaline phosphatase – biochemical, luminescence, HTS (AID 690) | purified PLAP, luminescent substrate; higher % means a stronger effect | inhibition, % at 20 µM, or IC50 in µM where a hit was titrated | hit rate 0.08% among 96,000; in the data active = a potency from the dose series; inactive = the rest, 99 in 100 with inhibition below about 30%; also: strong numbers were not always called active
MRP reversal cytotoxicity: second read-out of MRP reversal, no call of its own (marks repeat the call); viability, %; H69AR cells, CellTiter-Glo, 72 h; measured here: cytotoxicity without doxorubicin
MRP reversal with doxorubicin: recorded beside MRP reversal, whose call it bears; viability, %; measured here: viability with 2 uM doxorubicin; hits give low values
IL1B NFkB inh cell count 2 µM: also measured in IL1B NFkB inh; calls as there; cell count; measured here: cells passing quality filter;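 raw number of nuclei counted in each imaged well without normalization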
NFkB transloc pot cell count 2 µM: recorded beside NFkB transloc pot, whose call it bears; cell count; measured here: cells passing quality filter
* hit, by the source's call; / = not tested or not shown. Only part of the results is shown, so the mix of outcomes need not match the whole.

SMILES	MRP reversal	MRP reversal cytotoxicity	MRP reversal with doxorubicin	IL1B NFkB inh	IL1B NFkB inh cell count 2 µM	NFkB transloc pot	NFkB transloc pot cell count 2 µM	Bcl-B TR3 displacers	PLAP inhibition
CCOc1ccc(S(=O)(=O)N(C)c2ccc(OCC(=O)Nc3ccc4[nH]c(=O)[nH]c4c3)cc2)cc1	6	85	79	/	/	/	/	-18%	-58%
CCN(CCNC(=O)Nc1ccc(Cl)cc1)c1ccccc1	-7	7	15	-2	90	2	90	-11%	2%
Cc1nn2c(-c3ccncc3)nnc2c2ccccc12	/	/	/	10	134	-11	134	4%	4%
C=CCOC(=O)/C(=C\c1cccc2ccccc12)NC(=O)c1ccccc1	/	/	/	-38	134	38	134	10%	4%
COc1ccc2c(c1)N1CCN=C1N2C	-8	90	98	1	120	-1	120	-10%	4%
C1CCN=C(Nc2nn[nH]n2)CC1	5	108	102	-4	181	4	181	-3%	22%
CCOC(=O)c1cccc(NC(=O)c2ccco2)c1	-8	98	105	/	/	/	/	2%	-49%
Cc1cc(C)nc(SCc2nnc(SCC(=O)Nc3ccc(C)c(C)c3)o2)n1	-4	88	92	6	180	-6	180	0%	3%
CC1CN(CCCOc2ccccc2[N+](=O)[O-])CC(C)O1 (stereo not drawn)	/	/	/	-26	170	26	170	6%	-12%
Clc1cccc(-c2nc(NCc3cccnc3)c3ccccc3n2)c1	/	/	/	11	137	-11	137	-7%	17%
COc1ccccc1NC1SC(=O)N(c2ccccc2)C1=O (stereo not drawn)	-2	109	111	13	121	-13	121	-14%	1%
O=C(O)c1cccc(CSc2nnc(Cc3ccccc3)o2)c1	16	97	82	3	190	-3	190	-4%	-29%
COc1ccc(CN2CCN(C(=O)c3cccs3)CC2)cc1Br	0	83	84	-9	189	9	189	-11%	-26%
Cc1ccnc(SCCn2c(N3CCC(C)CC3)nc3c2c(=O)[nH]c(=O)n3C)n1	9	91	83	-11	91	11	91	14%	9%
O=C(Cn1cc2c(n1)CCCC2)NCCCN1CCCC1	7	101	94	2	140	-2	140	2%	-4%
Cc1c(Br)c(C(F)(F)F)nn1CC(=O)N1CCCC1	6	90	85	16	52	-16	52	-6%	6%
COC(=O)c1cc(-c2c(C)oc3cc(OC)ccc3c2=O)c(C)o1	7	94	87	-4	133	4	133	3%	-6%
CCCc1cc(=O)[nH]c(SCC(=O)OCc2ccccc2)n1	4	83	79	-7	138	7	138	-4%	-11%
Cc1cccc(N2CCN(c3ccc(NC(=O)/C=C(/C(=O)O)c4ccccc4)cc3)CC2)c1	/	/	/	/	/	/	/	8%	-18%
CC(=O)C1(O)C(C)CC2C3CCC4CC(O)CCC4(C)C3=CCC21C (stereo not drawn)	0	89	89	-9	89	9	89	-16%	-13%
CCCC(=O)Nc1nnc(COC)s1	-7	92	99	-11	111	11	111	-3%	-11%
COCCn1nnnc1CN(Cc1cccnc1)Cc1cc2cc(OC)ccc2[nH]c1=O	7	88	80	/	/	/	/	-6%	-8%
Cc1ccc(OCCn2cc(C(=S)N3CCCC3)c3ccccc32)cc1C	/	/	/	-7	126	7	126	-21%	-23%
COC(=O)c1ccc(COC(=O)c2ccc(CS(=O)(=O)c3ccc(C)cc3)cc2)cc1	-10	92	101	-8	170	8	170	-13%	8%
COc1ccc(C2Nc3ccccc3C(=O)N2c2ccc(C)cc2)cc1Cn1nnc2ccccc21 (stereo not drawn)	/	/	/	-2	86	-4	149	0%	2%
(list continues)
SMILES	MRP reversal	MRP reversal cytotoxicity	MRP reversal with doxorubicin	IL1B NFkB inh	IL1B NFkB inh cell count 2 µM	NFkB transloc pot	NFkB transloc pot cell count 2 µM	Bcl-B TR3 displacers	PLAP inhibition
COC(=O)c1ccccc1NC(=O)Nc1cnccn1	2	101	100	6	55	-6	55	-4%	4%
COc1ccccc1CNC(=O)CC(NS(=O)(=O)c1ccc(C)cc1)c1ccco1 (stereo not drawn)	8	85	77	-7	175	7	175	-1%	-4%
CC(C)(C)NC(=O)NC(=O)COc1ccccn1	6	99	92	-2	182	2	182	-3%	-51%
CC(=O)NC(=O)NC1CSCC1OC(C)=O (stereo not drawn)	-2	92	95	-14	161	14	161	-12%	10%
COc1ccc(NC(=O)C2CCCN2S(=O)(=O)c2ccc3c(c2)CCC(=O)N3)cc1 (stereo not drawn)	-1	81	82	-6	167	6	167	-25%	-14%
c1ccc(Nc2nc(-c3ccncc3)cs2)nc1	-19	87	106	-22	92	22	92	59%	18%
COc1cc(OC)cc(C(=O)Nc2cccc(NC(C)=O)c2)c1	0	81	81	/	/	/	/	0%	11%
CCOC(=O)N1CCN(C(=O)c2cc3c(s2)-c2ccccc2OC3)CC1	1	86	85	-7	67	7	67	1%	-38%
O=C1C(C=NCCCN2CCCC2=O)=C(O)c2ccccc21	7	94	87	-10	184	10	184	4%	4%
CC(C)C(=O)Nc1cccc(C(=O)NCc2ccc(S(N)(=O)=O)cc2)c1	13	106	93	-20	163	20	163	-1%	-36%
COC(=O)c1ccc(Cl)c(NC(=O)CN(c2ccc(OC)cc2)S(=O)(=O)c2ccccc2)c1	/	/	/	-15	129	15	129	/	/
COc1cc2[nH]c(=S)n(CC3CCCO3)c(=O)c2cc1OC (stereo not drawn)	3	70	67	-7	190	7	190	-8%	-12%
S=C(c1ccc(N2CCOCC2)cc1)N1CCCCC1	3	95	92	-22	159	22	159	/	/
O=C(NCc1ccccc1)NC1CCCCC1	0	99	99	-4	173	4	173	1%	4%
Cc1cc(=O)[nH]c(N2CCN(Cc3ccccc3)CC2)n1	8	95	88	-29	163	29	163	-4%	3%
CCOC(=O)C1=C(CSc2nc(C)ccc2C#N)OC(N)=C(C#N)C1c1cccc(OC)c1OC (stereo not drawn)	6	73	67	-13	118	13	118	-73%	-87%
Cc1nc2ccccc2n1CC(=O)OCC(=O)NCCc1ccccc1	-15	96	111	-4	161	4	161	1%	4%
O=C1NC2(CCCc3ccccc32)C(=O)N1CCOc1ccc(Br)cc1 (stereo not drawn)	/	/	/	-13	211	13	211	2%	25%
COc1ccccc1NC(=O)CSc1nnc(Cc2cc(=O)[nH]c(=O)[nH]2)n1-c1ccccc1	0	89	89	-10	116	10	116	0%	-42%
Nn1c(SCC(=O)Nc2ccc3c(c2)OCO3)nnc1-c1ccc(Cl)cc1	/	/	/	4	174	-4	174	14%	-2%
Cc1ccc(Cl)cc1N(CC(=O)N1CCCCCC1)S(C)(=O)=O	1	89	88	-4	137	4	137	-10%	6%
NCCCCCc1nnc(SC/C=C/c2ccccc2)o1	-3	80	83	-26	124	26	124	-10%	-16%
CC(=O)Nc1ccc(S(=O)(=O)Nc2ccc(S(=O)(=O)N3CCCC3)cc2)cc1	-6	94	100	7	98	-7	98	/	/
Clc1ccc2oc(-c3cccnc3)nc2c1	-27	70	98	1	163	-1	163	2%	22%
O=C(CN1CCN(C(=O)c2ccco2)CC1)Nc1ccc(Cl)c(C(F)(F)F)c1	-15	20	35	/	/	/	/	-7%	0%
Remaining list, next part.
SMILES	MRP reversal	MRP reversal cytotoxicity	MRP reversal with doxorubicin	IL1B NFkB inh	IL1B NFkB inh cell count 2 µM	NFkB transloc pot	NFkB transloc pot cell count 2 µM	Bcl-B TR3 displacers	PLAP inhibition
COC(=O)c1ccc(C(=O)OC)c(NC(=O)COC(=O)C2CCCCC2)c1	15	96	81	-13	38	13	38	-16%	-65%
O=C(CN1C(=O)c2cccc3cccc1c23)N1CCN(c2cccc(Cl)c2)CC1	6	70	64	-6	124	6	124	-14%	25%
CCOC(=O)C1CCN(Cc2ccc(OC)cc2OC)CC1	6	95	89	/	/	/	/	2%	-36%
Cc1ccc(C)c(NS(=O)(=O)c2cc(C(=O)NCCC3=CCCCC3)ccc2C)c1	/	/	/	0	136	0	136	0%	-19%
Cc1ccc(-n2c(O)c(C=NC3CCS(=O)(=O)C3)c3ccccc3c2=O)cc1C (stereo not drawn)	-2	85	87	-43	35	43*	35*	2%	-54%
Cc1cc(C)nc(N2CCCC(C(=O)Nc3nnc(C)s3)C2)n1 (stereo not drawn)	20	100	79	-8	132	7	132	-7%	-12%
CNC(=O)CSCCn1c(SCC(=O)NC)nc2ccccc2c1=O	9	93	83	8	168	-8	168	3%	-7%
COc1ccc(N2CCN(C(=O)CSc3nnc4c(C)cc5ccc(C)c(C)c5n34)CC2)cc1	/	/	/	-4	140	4	140	-1%	-47%
Cc1cccc2cc(CN(Cc3ccccc3)C(=O)N3CCOCC3)c3nnnn3c12	-13	66	79	3	161	-3	161	/	/
CC(c1ccccc1)C1CC(=O)N(Cc2ccco2)C1=O (stereo not drawn)	9	82	73	/	/	/	/	3%	-63%
Cc1nnc(SCC(=O)N2CCN(Cc3ccccc3)CC2)s1	5	91	86	-16	121	16	121	-6%	-33%
COC(=O)C1C(=O)C2=C(CC1C)NC(C)=C(C(=O)OC(C)C)C2c1ccc(C)o1 (stereo not drawn)	10	91	81	-5	147	5	147	5%	-10%
Cc1ccc(NC(=O)CN(C)S(=O)(=O)c2cnc[nH]2)cc1C	-8	88	96	2	114	-2	114	2%	-9%

A stretch of the results above, as a working copy:
SMILES	MRP reversal	MRP reversal cytotoxicity	MRP reversal with doxorubicin	IL1B NFkB inh	IL1B NFkB inh cell count 2 µM	NFkB transloc pot	NFkB transloc pot cell count 2 µM	Bcl-B TR3 displacers	PLAP inhibition
Clc1ccc2oc(-c3cccnc3)nc2c1	-27	70	98	1	163	-1	163	2%	22%
O=C(CN1CCN(C(=O)c2ccco2)CC1)Nc1ccc(Cl)c(C(F)(F)F)c1	-15	20	35	/	/	/	/	-7%	0%
COC(=O)c1ccc(C(=O)OC)c(NC(=O)COC(=O)C2CCCCC2)c1	15	96	81	-13	38	13	38	-16%	-65%
O=C(CN1C(=O)c2cccc3cccc1c23)N1CCN(c2cccc(Cl)c2)CC1	6	70	64	-6	124	6	124	-14%	25%
CCOC(=O)C1CCN(Cc2ccc(OC)cc2OC)CC1	6	95	89	/	/	/	/	2%	-36%
Cc1ccc(C)c(NS(=O)(=O)c2cc(C(=O)NCCC3=CCCCC3)ccc2C)c1	/	/	/	0	136	0	136	0%	-19%
Cc1ccc(-n2c(O)c(C=NC3CCS(=O)(=O)C3)c3ccccc3c2=O)cc1C (stereo not drawn)	-2	85	87	-43	35	43*	35*	2%	-54%
Cc1cc(C)nc(N2CCCC(C(=O)Nc3nnc(C)s3)C2)n1 (stereo not drawn)	20	100	79	-8	132	7	132	-7%	-12%
CNC(=O)CSCCn1c(SCC(=O)NC)nc2ccccc2c1=O	9	93	83	8	168	-8	168	3%	-7%
COc1ccc(N2CCN(C(=O)CSc3nnc4c(C)cc5ccc(C)c(C)c5n34)CC2)cc1	/	/	/	-4	140	4	140	-1%	-47%
Cc1cccc2cc(CN(Cc3ccccc3)C(=O)N3CCOCC3)c3nnnn3c12	-13	66	79	3	161	-3	161	/	/
CC(c1ccccc1)C1CC(=O)N(Cc2ccco2)C1=O (stereo not drawn)	9	82	73	/	/	/	/	3%	-63%
Cc1nnc(SCC(=O)N2CCN(Cc3ccccc3)CC2)s1	5	91	86	-16	121	16	121	-6%	-33%
COC(=O)C1C(=O)C2=C(CC1C)NC(C)=C(C(=O)OC(C)C)C2c1ccc(C)o1 (stereo not drawn)	10	91	81	-5	147	5	147	5%	-10%
Cc1ccc(NC(=O)CN(C)S(=O)(=O)c2cnc[nH]2)cc1C	-8	88	96	2	114	-2	114	2%	-9%

Screening results as filed in PubChem BioAssay.
